HT29 cell growth-1 = HT29 colon tumor cell growth inhibition, primary screen, imaging, high content imaging, 48 h, CellTiter-Glo (AID 771). 3,300 tested, 2% active. HT29 cell growth, HCS imaging cell count, 48 h; stronger effect = higher value. growth inhibition, % at 10 µM;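 active = growth inhibition above 90%, meaning viable cell count by imaging cut by more than 90% versus vehicle controls; inactive = growth inhibition below 90%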;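 note: percent fewer viable cells counted by imaging than vehicle controls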
AID364 = Jurkat cell viability reduction – Jurkat E6.1, NIH starter set, primary screen (AID 364) | Jurkat E6.1 viability, ATP luminescence, 48 h; higher % means a stronger effect | 3,300 tested, 2% active | inhibition, % at 4 µM, or CC50 in µM where a hit was titrated;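 active = concentration giving half-maximal inhibition at or below 20 micromolar; inactive = half-maximal concentration above 20 micromolar, or not dose tested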;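 note: 100% = cells treated with 4 µM doxorubicin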
HT29 cell growth-2 = HT29 colon tumor cell growth inhibition, primary screen, imaging, high content imaging, 24 h, CellTiter-Glo (AID 770) | HT29 cell number by imaging, 24 h; stronger effect = higher value | growth inhibition, % at 10 µM | 3,300 tested, under 10 active;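 active = growth inhibition above 90% in viable cell count at a single dose; inactive = growth inhibition below 90%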
AID772 = HT29 colon tumor cell growth inhibition, primary screen, imaging, high content imaging, 72 h, CellTiter-Glo (AID 772) | HT29 cell growth, HCS imaging cell count, 72 h; stronger effect = higher value | growth inhibition, % at 10 µM | 3,300 tested, 0.6% active;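 active = growth inhibition above 90%, meaning viable cell count cut by more than 90% versus vehicle controls; inactive = growth inhibition below 90%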
A549 proliferation = A549 NSCLC cell proliferation inhibitors – ATP luminescence, human non-small cell lung line, primary screen (AID 371); A549 growth inhibition, ATP luminescence; stronger effect = higher value; growth inhibition, % at 10 µM; 3,300 tested, 8.4% active;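 active = mean growth inhibition over the two runs of 50% or more; inactive = mean growth inhibition under 50%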;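 note: compound exposure lasted 72 h before the ATP read; 0% = untreated cell signal and 100% = no luminescence left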
HT29 cell growth-2 condensed nuclei = further read-out of HT29 cell growth-2, marked with its call; condensed nuclei, %; measured here: percent cells with condensed nuclei;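 share of cells whose nuclear area falls below control median minus 1.5 SD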
HT29 cell growth-2 ATP viability = recorded beside HT29 cell growth-2, whose call it bears; growth inhibition, %; measured here: ATP CellTiter-Glo viability
HT29 cell growth-1 condensed nuclei = second read-out of HT29 cell growth-1, no call of its own (marks repeat the call); condensed nuclei, %; measured here: percent cells with condensed nuclei;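 condensed means Hoechst nuclear area under control median minus 1.5 SD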
HT29 cell growth-1 ATP viability = second read-out of HT29 cell growth-1, no call of its own (marks repeat the call); growth inhibition, %; measured here: ATP CellTiter-Glo viability inhibition
AID772 condensed nuclei = further read-out of AID772, marked with its call; condensed nuclei, %; measured here: percent cells with condensed nuclei;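 condensed means nuclear area below control median minus 1.5 SD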
AID772 second = further read-out of AID772, marked with its call; growth inhibition, %; measured here: ATP CellTiter-Glo viability
The depositor's hits bear a star; · = no result given. A portion of the library; the hit share may differ from the screen's.

SMILES	HT29 cell growth-1	HT29 cell growth-1 condensed nuclei	HT29 cell growth-1 ATP viability	AID364	HT29 cell growth-2	HT29 cell growth-2 condensed nuclei	HT29 cell growth-2 ATP viability	AID772	AID772 condensed nuclei	AID772 second	A549 proliferation
COCCn1c(N)c(C(=O)NCC2CCCO2)c2nc3ccccc3nc21 (centres undefined)	73	2.6	4	3%	17	4.5	10	21	4	2	24
Cc1cc(C)n(CC(=O)N2c3ccccc3Sc3ccccc32)n1	14	3.5	-16	-8%	31	4.0	-18	-3	5	-32	11
CCCCOC(=O)c1[nH]c(C)c(C(=O)OC)c1C	-31	0.9	-12	4%	-33	0.6	-5	-54	2	-18	13
CC(C)Cn1nc(NC(=O)C(C)(C)C)c2cc3ccccc3nc21	-4	11	17	2%	-19	2.1	-2	20	19	50	12
CC1CCc2cc(F)cc3c(O)c(C(=O)NCC4CCCO4)c(=O)n1c23 (centres undefined)	42	2.9	23	2%	12	2.1	12	59	3	25	62*
Cc1cc(NCC2CCCO2)n2c(nc3ccccc32)c1C#N (centres undefined)	67	1.9	33	15%	27	5.7	9	63	11	63	9
O=C(Nc1ccc(N2CCN(C(=O)c3ccccc3)CC2)c(Cl)c1)c1ccc(Br)o1	-1	8.5	-6	3%	46	5.8	3	-58	3	-42	65*
CCCCCC(=O)N1CC2(C)CN(C(=O)CCCCC)CC(C)(C1)C2=O	30	1.1	-16	9%	-28	1.7	-1	-22	15	8	3
CC(=O)C1=C(O)C(=O)N(Cc2cccnc2)C1c1ccccc1Cl (centres undefined)	48	12	7	9%	46	2.4	11	21	3	16	-1
FC(F)(F)c1cccc(-n2cccc2/C=N/n2cnnc2)c1	-75	4.5	-1	-3%	48	6.8	1	-72	2	-3	10
CCOC(=O)C1=C(N)c2ccccc2CC1C(C)C (centres undefined)	33	2.0	26	7%	17	3.3	12	38	18	45	43
COc1ccc(/C(O)=C2/C(=O)C(=O)N(CCCN(C)C)C2c2ccco2)cc1Cl (centres undefined)	23	1.8	9	12%	11	3.7	-9	-38	3	-62	3
COC(=O)C(NC(C)=O)(Nc1nc2c(s1)CCCC2)C(F)(F)F (centres undefined)	13	2.5	-13	-2%	3	2.6	-2	-42	1	-24	6
CCc1ccc2c(c1)C(C)=CC(C)(C)N2	4	0.9	-14	-2%	-3	2.5	-4	9	8	5	6
Fc1cnc(N2CCOCC2)nc1NCc1ccccc1	-46	2.2	-30	1%	-3	4.0	-11	-10	2	25	-1
CN(C)[C@@H]1C(=O)C(C(N)=O)=C(O)[C@@]2(O)C(=O)C3=C(O)c4c(O)ccc(Cl)c4[C@@H](O)[C@H]3C[C@@H]12	-8	1.9	·	4%	12	4.6	-4	27	4	1	45
O=C(Nn1cnnc1)C(c1ccccc1)c1ccccc1	25	3.2	3	-10%	-22	3.6	-19	-3	2	-10	-3
COc1cc([C@@H]2[C@H]3CN(C)CC=C3C(C#N)=C(N)C2(C#N)C#N)cc2c1OCO2	-6	2.5	18	11%	-1	4.4	4	-23	6	20	0
CCN(CC)c1ccc(C2Nc3cccc4cccc(c34)N2)c(O)c1	62	54	87	-1%	40	9.2	11	25	21	96	77*
N#CC12CCCCC1CC1CCCCC1(C#N)N2Cc1ccccn1 (centres undefined)	-35	4.3	-3	1%	-28	4.0	-14	-11	3	-7	0
COc1ccc2c(c1)nc(N)n2Cc1ccccc1	3	2.1	-5	-2%	3	2.6	-9	-7	3	-25	22
O=C(c1ccccc1)C(CCC(CN1CCOCC1)C(=O)c1ccccc1)CN1CCOCC1 (centres undefined)	39	16	-11	16%	13	1.2	-7	9	1	-34	50
Oc1c(I)cc(Cl)c2cccnc12	49	3.2	·	13%	23	4.0	-19	31	8	8	69*
CN1CCc2c(sc3c2c(=O)n(-c2ccccc2)c2nnc(SCc4ccccc4)n32)C1	35	2.0	23	13%	51	4.0	22	-45	2	-26	11
CCc1cc(=O)oc2c(CN3CCN(C)CC3)c(O)c(Cl)cc12	50	3.4	-3	2%	52	4.1	-9	0	2	-38	-19
Cc1c(/C(O)=C2\C(=O)C(=O)N(CCN(C)C)C2c2cccs2)cnn1-c1ccccc1 (centres undefined)	15	4.3	-9	1%	-5	2.9	-9	49	10	1	0
CC1(C)S[C@@H]2[C@H](NC(=O)C(C(=O)O)c3ccccc3)C(=O)N2[C@H]1C(=O)O (some centres undefined)	-6	1.9	·	-6%	-2	2.5	-12	1	2	-3	1
CCOC(=O)C1CCN(c2nc3ccccc3nc2C(C#N)C(=O)OCCOC)CC1 (centres undefined)	13	4.1	28	2%	5	3.2	18	76	15	55	13
Nc1ccc2[nH]ncc2c1	-15	2.4	·	-6%	-9	3.0	-25	-15	3	-26	3
CC(NC(=O)Nc1nnc(C(F)(F)F)s1)(C(F)(F)F)C(F)(F)F	9	4.4	0	2.6µM*	11	3.3	4	17	1	1	12

4 structures from above, arranged by SMILES length, largest number first:
SMILES	HT29 cell growth-1	HT29 cell growth-1 condensed nuclei	HT29 cell growth-1 ATP viability	AID364	HT29 cell growth-2	HT29 cell growth-2 condensed nuclei	HT29 cell growth-2 ATP viability	AID772	AID772 condensed nuclei	AID772 second	A549 proliferation
Cc1c(/C(O)=C2\C(=O)C(=O)N(CCN(C)C)C2c2cccs2)cnn1-c1ccccc1 (centres undefined)	15	4.3	-9	1%	-5	2.9	-9	49	10	1	0
CN1CCc2c(sc3c2c(=O)n(-c2ccccc2)c2nnc(SCc4ccccc4)n32)C1	35	2.0	23	13%	51	4.0	22	-45	2	-26	11
CCN(CC)c1ccc(C2Nc3cccc4cccc(c34)N2)c(O)c1	62	54	87	-1%	40	9.2	11	25	21	96	77*
Nc1ccc2[nH]ncc2c1	-15	2.4	·	-6%	-9	3.0	-25	-15	3	-26	3

Carrying on:
SMILES	HT29 cell growth-1	HT29 cell growth-1 condensed nuclei	HT29 cell growth-1 ATP viability	AID364	HT29 cell growth-2	HT29 cell growth-2 condensed nuclei	HT29 cell growth-2 ATP viability	AID772	AID772 condensed nuclei	AID772 second	A549 proliferation
CC(=Nc1ccc(C)c(C)c1)C1=C(O)CCC1=O	-25	2.6	-15	-4%	7	3.6	-6	5	2	-1	-7
C[C@@H]1CCC[C@H](C)N1NC(=O)c1ccc(Cl)c(S(N)(=O)=O)c1	-66	3.7	·	0%	-4	4.8	-25	-44	1	-27	1
Cc1[nH]nc2cn[nH]c12	-5	12	-3	-3%	2	6.1	7	-50	6	-5	0
CN(Cc1c(O)ccc2c1oc(=O)c1ccccc12)C1CCCCC1	28	2.0	-2	2%	37	3.0	-1	64	30	60	33
O=c1c2c3c(sc2nc2n1CCCS2)CCCC3	4	2.5	0	3%	1	7.9	-8	-34	1	-15	21
C=C(Br)Cn1c(CCCC)nc2ccccc21	7	2.5	10	5%	8	3.2	6	44	4	12	12
COc1ccc(Cn2c(O)cc(=O)[nH]c2=O)cc1	-4	1.0	-9	-5%	-41	3.1	-9	27	3	-37	-4
CCC(=O)Nc1ccc(-c2nnc(-c3ccccc3)o2)cc1	-12	2.9	-22	-4%	-15	2.3	-12	-12	11	-45	34
CC1(C)Cc2c(c(-c3ccccc3)nc3[nH][nH]c(=O)c23)CO1	10	0.9	-8	-3%	-12	2.2	-11	-14	3	-12	2
CCOC(=O)c1[nH]c2cc3c(cc2c1NC(=O)CN1CCc2ccccc2C1)OCO3	39	7.4	48	3%	16	4.3	24	75	11	84	13
Nc1nonc1C(=O)NCCN=Cc1cc(Cc2ccccc2)cc(Br)c1O	-2	3.7	-20	10%	-26	3.5	-14	-53	2	-50	40
Cn1c(=O)c2c(nc(NCC(O)CO)n2CCc2ccccc2)n(C)c1=O (centres undefined)	-23	2.5	-2	4%	18	2.2	8	21	11	6	-7
Cc1onc(-c2ccccc2)c1C(=O)N[C@@H]1C(=O)N2[C@@H]1SC(C)(C)[C@@H]2C(=O)O	-5	1.3	·	-4%	27	5.8	22	34	1	10	-4
CC1(C)CC(=O)C(C=NCCN2CCN(CCc3ccccc3)CC2)=C(O)C1	55	3.6	24	0%	-1	4.6	5	77	11	62	7
COC(=O)[C@H]1CCCN1C(=O)Nc1cccc(Oc2c(F)c(F)c(F)c(F)c2F)c1	25	3.6	1	-9%	28	2.5	5	30	4	2	9

Continued; the last 6 above are carried over.
SMILES	HT29 cell growth-1	HT29 cell growth-1 condensed nuclei	HT29 cell growth-1 ATP viability	AID364	HT29 cell growth-2	HT29 cell growth-2 condensed nuclei	HT29 cell growth-2 ATP viability	AID772	AID772 condensed nuclei	AID772 second	A549 proliferation
CCOC(=O)c1[nH]c2cc3c(cc2c1NC(=O)CN1CCc2ccccc2C1)OCO3	39	7.4	48	3%	16	4.3	24	75	11	84	13
Nc1nonc1C(=O)NCCN=Cc1cc(Cc2ccccc2)cc(Br)c1O	-2	3.7	-20	10%	-26	3.5	-14	-53	2	-50	40
Cn1c(=O)c2c(nc(NCC(O)CO)n2CCc2ccccc2)n(C)c1=O (centres undefined)	-23	2.5	-2	4%	18	2.2	8	21	11	6	-7
Cc1onc(-c2ccccc2)c1C(=O)N[C@@H]1C(=O)N2[C@@H]1SC(C)(C)[C@@H]2C(=O)O	-5	1.3	·	-4%	27	5.8	22	34	1	10	-4
CC1(C)CC(=O)C(C=NCCN2CCN(CCc3ccccc3)CC2)=C(O)C1	55	3.6	24	0%	-1	4.6	5	77	11	62	7
COC(=O)[C@H]1CCCN1C(=O)Nc1cccc(Oc2c(F)c(F)c(F)c(F)c2F)c1	25	3.6	1	-9%	28	2.5	5	30	4	2	9
CC1(C)Cc2c(C#N)c(N3CCN(C(=O)c4ccccc4)CC3)nc(-c3ccco3)c2CS1	22	2.1	-4	-4%	-28	3.1	4	34	4	-27	12
COC(=O)CSc1ncnc2c1sc1nc(-c3ccco3)c3c(c12)CC(C)(C)OC3	16	1.6	-27	5%	-9	0.7	0	26	21	11	4
CCCCSc1nnc(-c2ccc(NC(C)=O)cc2)n1C	-27	3.8	10	-12%	15	2.3	6	13	13	2	-3
CCOC(=O)C1=C[C@]2(CC)CCCN3CCc4c(n1c1ccccc41)[C@@H]32	-26	3.3	·	3%	-33	3.6	-17	-17	2	-18	36
Cc1cccc(Nc2ncnc3ccccc23)c1	-9	1.2	5	-3%	15	1.1	-4	36	5	1	28
CCOC(=O)c1c(C)n(C)c2ccc(OC)c(NC(=O)CN3CCC4(CC3)OCCO4)c12	59	4.7	30	-12%	44	8.3	33	47	15	48	0
CCCn1nc(Oc2nc(SC)nc(N(C)C)n2)ccc1=O	8	3.8	-6	11%	17	13	1	3	4	-6	-7
CCN(CC)Cc1cc(C(C)=O)ccc1OCC(C)C	-7	0.5	4	-1%	-13	1.3	-14	-18	3	-48	5
